# Assay outcomes as filed in PubChem BioAssay.
# SDO1 yeast rescue = growth rescue of sdo1-depleted yeast, primary screen, S. cerevisiae, bone marrow failure model | S. cerevisiae sdo1-depleted JHY4D growth rescue, OD600 30 h; stronger effect = higher value; pdr5 snq2 efflux-pump mutant strain | z-score at 10 µM | 0.21% of 140,000 active | AID 817, 2007;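 active = z-score above 3 at both the 24 hr and the 30 hr optical density reads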;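 note: z-score against mean and SD of all compound wells on the same plate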
# INS promoter inh = inhibitors of insulin promoter-driven GFP, primary screen, imaging, TRM-6 cells (human fetal islet line), eGFP reporter, cell count | reporter expression induced with tamoxifen | inhibition, % at 2 µM | 0.9% of 130,000 active | AID 1273, 2008;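 active = inhibition above the mean plus 3 SD, with well images judged a real hit on visual review, cut at about 60% in these data, passing the limit was not always enough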
# SDO1 yeast rescue Rescue 24 h = recorded beside SDO1 yeast rescue, whose call it bears; z-score; S. cerevisiae sdo1-depleted JHY4D growth rescue, OD600; measured here: growth rescue at 24 h;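 0 is the plate mean of compound wells and units are plate SD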
# * marks the source's active call; other numbers are inactive results; / = not tested or not shown; [ ] = dose if it differs, or a comment.
SMILES,SDO1 yeast rescue,SDO1 yeast rescue Rescue 24 h,INS promoter inh
O=S(=O)(c1cccc2nsnc12)N1CCc2ccccc21,-0.64[9.2 µM],-0.67,/
CC(C)OCCCNC(=O)Cn1ncc2c(=O)oc3ccccc3c21,1.19,-0.14,/
COc1ccc(N2CCN(C(CNC(=O)C(=O)NCc3ccc4c(c3)OCO4)c3ccco3)CC2)cc1 (stereo not given),/,/,11.1
CC1CCN(C(c2ccc(N(C)C)cc2)c2nnnn2Cc2ccc(F)cc2)CC1 (stereo not given),-0.84,-0.67,40.0
COc1cccc(/C=N/Nc2nc3ccccc3n3cnnc23)c1,0.54,-0.42,13.3
CC(C)(C)c1nc(CN2CCCCC2)cc(CN2CCCCC2)c1O,0.71,0.5,9.7
O=C(CCC(=O)N/N=C/c1ccccc1O)NCc1ccccc1,0.63,0.46,15.6
O=c1ccc(NS(=O)(=O)c2ccccc2)cn1Cc1ccc(Cl)c(Cl)c1,1.56,1.65,-60.0
OC(c1ccc(OCc2ccccc2)cc1)c1nnc(-c2ccccc2)o1 (stereo not given),-1.33,-0.33,1.8
CC1CCN(CC(=O)Nc2ccccc2-c2ccccc2)CC1,0.06,-0.6,-364.7
C[n+]1ccccc1COc1ccc(C(C)(C)C)cc1,0.13,0.14,14.3
CCN(CC)S(=O)(=O)c1ccc(NC2=NS(=O)(=O)c3ccccc32)cc1,-0.54,-0.09,6.2
CC1(C)C2CC=C(/C=N/NC(=O)c3ccc(Cl)cc3)C1C2 (stereo not given),-0.74,-0.32,3.3
O=C(CSc1ncc(-c2ccccc2)[nH]1)Nc1ccccc1,0.56,0.73,-20.0
CCCN1C2CCCC1CC(NC(=O)c1ccccc1F)C2 (stereo not given),-0.24,-0.03,-2.9
CC(=O)Nc1ccc(C(=O)OCC(=O)NCc2ccccc2)cc1,/,/,29.4
Cc1ccccc1CNC(=O)Cc1ccccc1[N+](=O)[O-],1.03,-0.11,-11.1
CCOc1ccc(NC(=O)N[C@@H](CCSC)C(=O)OC)cc1,0.99,0.6,52.8
Cn1cccc1/C=N/NC(=O)c1cccnc1,1.28,0.23,-135.3
c1ccc(-c2cn(-c3ccccc3)c3ncnc(N4CCCCC4)c23)cc1,/,/,-14.3
Cc1cc(C)nc(SCc2nc(N)nc(-c3ccccc3O)n2)n1,-0.11,-0.16,36.4
COC(=O)c1ccc2c(=O)n(NC(C)=O)c(=S)[nH]c2c1,0.59,0.72,71.4
O=C(CN1C(=O)c2cccc3cccc(c23)C1=O)N1CCCCC1,-0.13,-0.41,42.9
CCOC(=O)c1c(NC(=O)CN2CCOCC2)sc(C(=O)NC)c1C,0.81,0.64,7.2
O=S(=O)(Nc1nc2ccccc2nc1N1CCN(c2ccccn2)CC1)c1ccc(Cl)cc1,-1.22,0.02,18.6
O=C(NCC1CCCO1)c1cc2c(s1)CCC2 (stereo not given),/,/,-8.3
COc1ccc(NC(=O)CSc2nnc(C(C)C)n2N)cc1,0.31,-0.01,73.3
CCOC(=O)c1cccnc1NC(=O)c1ccncc1,0.67,0.4,36.5
CNS(=O)(=O)c1cc(C(=O)NCc2ccco2)ccc1Cl,1.55,-0.8,0.0
CCCC(=O)N(c1ccc(OCC)cc1)C1C=CS(=O)(=O)C1 (stereo not given),1.16,1.01,18.8
CCN(CC(=O)NCc1ccc(F)cc1)Cc1nc2ccccc2c(=O)[nH]1,0.96,0.76,-36.4
COc1ccc(CNC(=O)CCSCc2ccccc2Cl)c(OC)c1,-0.98,-1.16,-3.3
CCOCCn1c(CN2CCN(c3ccc(F)cc3)CC2)nc2c1c(=O)n(C)c(=O)n2C,0.87,0.73,/
CC(C)Cn1cc(C(=O)NC2CCN(Cc3ccccc3)CC2)c2c3ccccc3n(C)c2c1=O,2.28,1.87,/
CCOC(=O)NC(NC(=S)Nc1ccccc1OC)C(Cl)(Cl)Cl (stereo not given),0.5,-0.25,-17.9
COc1cccc(-c2nnc3n2N=C(c2cc(OC)ccc2OC)CS3)c1,-1.2,-1.27,/
CCN(CC)S(=O)(=O)c1ccc(C(=O)Oc2cc(C)[nH]c(=O)c2[N+](=O)[O-])cc1,/,/,-18.2
CC1CCN(S(=O)(=O)c2ccc(Cl)cc2)CC1,-1.81,-1.37,/
O=C(NCc1ccco1)/C(=C/C=C\c1ccccc1)NC(=O)c1ccc(Br)o1,2.23,1.31,20.0
COc1ccc(NC(=O)C2CC(=O)OC2(C)C)cc1 (stereo not given),0.59,-0.52,62.5
Cc1nnc2n(CCc3ccccc3)c(=O)c3c4c(sc3n12)CCCC4,/,/,-188.4
COc1ccccc1C(=O)NCCCNc1ccc([N+](=O)[O-])cc1,0.21,0.72,0.0
CC(C)(C)C(=O)COC(=O)CNC(=O)c1ccc(Oc2ccccc2)cc1,0.31,0.4,-6.7
CSC(=NNC(=O)c1ccccc1O)SC,-0.41,-0.47,22.9
CCOc1ccc(N(CC(=O)NCc2ccc(F)cc2)S(=O)(=O)c2c(C)noc2C)cc1,-0.52,-0.29,/
CCN1CCN(C(=O)CSCc2nc(-c3ccc(OC)c(OC)c3)oc2C)CC1,0.61,0.79,/
CC(CC(=O)O)CC(=O)Nc1ccc(S(N)(=O)=O)cc1 (stereo not given),0.2,-0.56,4.7
CCOC(=O)C(NC(C)=O)(OCc1ccc(F)cc1)C(F)(F)F (stereo not given),-0.02,-0.48,-33.3
Cc1c(C#N)c(SCC(N)=O)nc2c1CCCC2,1.09,0.5,-13.9
CCOC(=O)C(=O)C1=C(N2CCOCC2)/C(=C\c2cccc([N+](=O)[O-])c2)CC1,-0.77,-1.13,20.0
COc1cccc(/C=N/NC(=S)Nc2cccc(C(=O)O)c2)c1,/,/,65.0
CN(Cc1n[nH]c(=S)n1C)S(=O)(=O)c1ccccc1,-0.39,-0.55,/
COc1cc(CN(C(=S)NCC(=O)NC2CC2)C2CCCC2)cc(OC)c1OC,0.18,-0.44,13.3
O=C(CN1C(=O)C2C3C=CC(C3)C2C1=O)NCc1ccccc1 (stereo not given),0.37,0.17,-25.7
CC(C)(C)NC(=O)CN(C(=O)C1(C)CC(=O)N=C2C=CC=CN21)C1CCCC1 (stereo not given),1.87,1.79,/
CC(C)n1c(NCc2c[nH]c3ccccc23)nc2ccccc21,-0.42,-0.53,-16.2
COC(=O)c1ccccc1NC(=O)c1cccs1,-0.1,0.26,62.5
CC1=C(C(=O)N2CCOCC2)C(c2cccc3ccccc23)NC(=S)N1 (stereo not given),0.74,0.53,/
COc1cccc(/C(O)=C2/C(=O)C(=O)N(CCN3CCOCC3)C2c2cccs2)c1 (stereo not given),1.19,0.4,-8.3
COc1ccccc1NC(=O)c1sc2ncn(Cc3ccccc3C)c(=O)c2c1C,-0.17,1.36,23.3

# Next records follow.
SMILES,SDO1 yeast rescue,SDO1 yeast rescue Rescue 24 h,INS promoter inh
Cc1ccc(C(=O)NCC(=O)NCC(=O)OCc2ccc(Cl)cc2)cc1,0.93,0.28,-13.3
CCn1c(=O)cc(OCC(=O)O)c2ccccc21,0.55,1.36,/
Cc1cc(C(=O)OCC(=O)NCc2ccc(Cl)cc2)c(C)o1,/,/,-16.7
O=C(O)CSc1nnc(C2COc3ccccc3O2)n1-c1ccccc1 (stereo not given),-0.3,-0.97,/
O=C(CSc1nc(-c2ccco2)cc(C(F)(F)F)n1)NC1CCCCCCC1,-0.37,0.84,-22.2
Cn1nc(C(=O)Nc2cccc(C(F)(F)F)c2)c2ccccc2c1=O,-0.74,0.48,/
O=C(CN1CCN(c2ccccn2)CC1)Nc1ccc(Oc2ccccc2)cc1,0.33,0.46,-51.5
Cc1cc(NC(=O)Cc2c(F)cccc2Cl)no1,0.33,-0.42,-3.5
COc1ccc(C2C(C#N)=C(N)OC3=C2C(=O)CCC3)cc1Cn1nc(C)c([N+](=O)[O-])c1C (stereo not given),0.96,1.11,-43.5
Cc1ccc(NC(=O)C(OC(=O)c2ccc(F)cc2)c2ccccc2)cc1Cl (stereo not given),-1.03,-1.13,/
O=C(CN1CCSC1=NCc1ccccc1)c1ccc(Cl)c(Cl)c1,0.09,-0.31,/
Cn1c(=O)c2c(nc(NC3CCCCC3)n2CC(=O)C23CC4CC(CC(C4)C2)C3)n(C)c1=O,-0.87,-0.41,8.6
C#CCn1cc(/C=N/NC(=O)COc2cccc3cccnc23)c2ccccc21,1.48,1.5,-55.2
COc1ccc(NC(=O)CSc2nc(C)cs2)c(OC)c1,/,/,14.3
COC(=O)C1CCN(Cc2ccc(C)cc2)CC1,-0.06,-0.35,-57.1
Cc1ccc(Cn2c(=O)oc3ccccc32)cc1,/,/,14.3
Cc1ccc(-n2c(C)cc(=O)cc2C)c(C)c1,0.64,0.05,/
O=C(N/N=C/c1cccc([N+](=O)[O-])c1)C1CC1c1ccccc1 (stereo not given),-1.06,-0.3,14.7
CCOC(=O)C(=NC(C)(C)C)NNc1cc(Cl)ccc1Cl,-1.24,-1.56,27.3
O=C(CC1Nc2ccccc2NC1=O)NC1CCCCC1 (stereo not given),0.69,0.72,/
Cc1c(CCC(=O)O)c(=O)oc2cc(O)ccc12,0.46,0.77,/
CC(Oc1ccccc1)C(=O)Nc1cccc(-c2nc3ccccc3[nH]2)c1 (stereo not given),-1.51,-0.73,20.7
O=C(c1ccc2c(c1)OCCO2)C1CCN(C(=O)c2ccc(F)cc2)CC1,0.51,0.84,-154.2
COc1ccc(S(=O)(=O)n2ccc(C(C)Oc3ccc(-c4ccccc4)c(F)c3)n2)cc1 (stereo not given),0.15,0.73,-20.8
Cc1cccc(OCC(=O)Nc2ccc(C(=O)NCc3cccnc3)cc2)c1,0.48,-0.29,6.7
COc1ccc(OC)c(NC(=O)COC(=O)c2c3c(nc4ccccc24)CCCC3)c1,-1.28,-0.62,30.0
CCCCNC(=S)N(C)/N=C/c1c(C)[nH]c2ccccc12,-0.02,0.68,-108.1
CCOC(=O)N1CCN(S(=O)(=O)c2ccc(C(=O)NNc3nc4ccc(Cl)cc4s3)cc2)CC1,1.13,-0.18,2.4
C(=N\Nc1ncnc2sc3c(c12)CCC3)/c1ccncc1,-0.98,-0.62,/
Cc1c(NS(=O)(=O)c2cc(NC(=O)CCN3CCCC(C)C3)ccc2Cl)c(=O)n(-c2ccccc2)n1C (stereo not given),/,/,-41.7

# 7 structures from above, ordered by formula weight, low to high:
SMILES,SDO1 yeast rescue,SDO1 yeast rescue Rescue 24 h,INS promoter inh
Cc1ccc(Cn2c(=O)oc3ccccc32)cc1,/,/,14.3
Cc1c(CCC(=O)O)c(=O)oc2cc(O)ccc12,0.46,0.77,/
O=C(CC1Nc2ccccc2NC1=O)NC1CCCCC1 (stereo not given),0.69,0.72,/
CCCCNC(=S)N(C)/N=C/c1c(C)[nH]c2ccccc12,-0.02,0.68,-108.1
CCOC(=O)C(=NC(C)(C)C)NNc1cc(Cl)ccc1Cl,-1.24,-1.56,27.3
Cc1cccc(OCC(=O)Nc2ccc(C(=O)NCc3cccnc3)cc2)c1,0.48,-0.29,6.7
COc1ccc(OC)c(NC(=O)COC(=O)c2c3c(nc4ccccc24)CCCC3)c1,-1.28,-0.62,30.0

# Pulled one by one from above:
SMILES,SDO1 yeast rescue,SDO1 yeast rescue Rescue 24 h,INS promoter inh
O=C(CN1CCN(c2ccccn2)CC1)Nc1ccc(Oc2ccccc2)cc1,0.33,0.46,-51.5
O=S(=O)(Nc1nc2ccccc2nc1N1CCN(c2ccccn2)CC1)c1ccc(Cl)cc1,-1.22,0.02,18.6

# Remaining list, next part:
SMILES,SDO1 yeast rescue,SDO1 yeast rescue Rescue 24 h,INS promoter inh
COc1ccccc1-n1nnnc1SCc1ccccc1,-0.57,-0.85,19.1
Oc1ccc(-c2n[nH]c(=S)n2-c2ccc3c(c2)OCCO3)cc1,0.43,0.47,16.7
Cc1ccc(N2Cc3ccccc3OC(C)C2=O)cc1 (stereo not given),-0.75,-0.9,/
Cc1cc(NC(=O)Nc2ccc(F)c(Cl)c2)no1,0.74,0.69,15.1
Cc1ccc(C(=O)OCC(=O)c2ccc(Cl)s2)s1,-0.42,-0.68,-28.9
COc1cc2c(cc1NC(=O)COC(=O)CNS(=O)(=O)c1ccc(C)cc1)oc1ccccc12,1.02,1.16,/
Fc1ccc(-c2csc(N3CCSCC3)n2)cc1,/,/,-109.1
Cc1ccc(Cl)cc1N1CCN(Cc2nc3ccsc3c(=O)[nH]2)CC1,-0.99,-0.03,/
Clc1ccc2c(NCc3ccco3)ncnc2c1,-0.89,-1.08,78.6*
CCn1c(=N)c(S(=O)(=O)c2ccccc2)cc2c(=O)n3ccccc3nc21,/,/,12.8
Cc1nn(CCO)c2c1C(=O)CCC2,-0.1,-0.65,44.0
CCC1(CC)Cc2ccccc2C(=C(C#N)C#N)N1,-0.96,-0.27,6.2
COc1ccc(NC(=O)c2cccc(S(=O)(=O)N3CCOCC3)c2)cn1,-0.25,0.03,-14.8
Cc1c(NC(=S)Nc2ccccc2C(F)(F)F)cccc1[N+](=O)[O-],0.07,-0.76,/
O=C(c1cccn2c(=O)c3cc4ccccc4cc3nc12)N1CCN(c2ccccc2)CC1,-0.51,-0.21,-10.5
Cc1c(NS(=O)(=O)c2cccs2)c(=O)n(-c2ccccc2)n1C,-0.16,-0.15,/
CC1CN(S(=O)(=O)c2ccc(Cl)c(C(F)(F)F)c2)CC(C)O1 (stereo not given),1.04,2.02,-8.3
OCCN1CCN(c2nc3ccccc3nc2-c2ccccc2)CC1,/,/,-57.1

# This is a random part of the collection; overall some 0.94% were active at least once.
